# S1P2 ag: agonists of human S1P2 receptor. O95136. S1P2-expressing cell line, agonist reporter read-out. activation, % at 4.5 µM. 97,000 compounds, 0.46% hits. AID 729; in the data active = activation above about 16%;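 note: 0% = vehicle low control and 100% = maximal reference agonist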
# Target sequence (O95136 whole entry, looked up): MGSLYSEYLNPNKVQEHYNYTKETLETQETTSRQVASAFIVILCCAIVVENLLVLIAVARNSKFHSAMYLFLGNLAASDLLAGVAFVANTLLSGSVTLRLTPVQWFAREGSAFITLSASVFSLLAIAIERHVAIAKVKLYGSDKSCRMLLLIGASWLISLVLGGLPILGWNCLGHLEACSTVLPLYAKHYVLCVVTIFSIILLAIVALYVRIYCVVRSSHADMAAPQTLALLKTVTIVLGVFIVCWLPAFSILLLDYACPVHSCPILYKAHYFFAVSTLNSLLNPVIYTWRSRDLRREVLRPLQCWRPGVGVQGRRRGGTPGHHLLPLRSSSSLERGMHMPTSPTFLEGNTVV
# Lung fibro prol: blocks proliferation of human lung fibroblasts; viability, % at 10 µM; AID 719; 85,000 compounds, 1.1% hits; LL 47 human lung fibroblast viability, ATP luminescence; stronger effect = lower value;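 active = viability at or below 50% in the single dose screen; inactive = viability above 50%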;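 note: compound exposure lasted 72 h before the ATP readout; 100% = median luminescence of untreated cell-only wells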
#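 Test system: LL 47 human lung fibroblasts / Quantity: 1,150 cells in each well / Medium: IMEM growth medium with 15% fetal bovine serum / Incubation: 72 h compound exposure at 37 °C after overnight plating / Detection: CellTiter-Glo luminescence measuring cellular ATP / Read-out: % viability versus median cells-only luminescence / Benchmarks: cell-only wells, no compound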
# PTPN22 act: increases human PTPN22 phosphatase activity; activation, % at 2 µM; recombinant LYP, DiFMUP fluorescence; 0 = plate median, 100 = signal doubled; 96,000 compounds, 0.11% hits;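 active = activation at 2 µM above a set limit, the mean plus 5 SD, cut at about 37% in these data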
# HUVEC prolif 384: inhibitors of human endothelial cell proliferation. HUVEC proliferation, CellTiter-Glo luminescence, 72 h; stronger effect = lower value. viability, % at 10 µM (by protocol). AID 648. 86,000 compounds, 1.1% hits;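 active = viability at or below 30%; inactive = viability above 30%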;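 note: 100% = median luminescence of DMSO-only cell control wells on each plate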
# S1P2 blocker: blocks the human S1P2 receptor; cell-based S1P2 antagonist assay, inhibition at 5 uM; 97,000 compounds, 0.21% hits; O95136; inhibition, % at 5 µM; in the data active = inhibition above about 45%;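 note: CRE beta-lactamase reporter cells expressing human S1P2 stimulated with S1P; 0% = agonist at EC80 alone and 100% = agonist plus reference antagonist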
# PostGolgi ctrl: growth of the yeast control strain, post-Golgi counter-screen; efflux-deficient yeast background strain, growth absorbance A615, 16 h; inhibition, % at 10 µM; 98,000 compounds, 5% hits; in the data active = inhibition above about 30%
# sEH inh: inhibitors of human soluble epoxide hydrolase. P34913. recombinant human sEH enzymatic activity assay. inhibition, % at 2 µM. 91,000 compounds, 0.34% hits; in the data active = inhibition above about 80%; note: values of inactives mirror those of a sister screen read the other way; many of its hits are not listed in these tables
# Target sequence (P34913 whole entry, looked up): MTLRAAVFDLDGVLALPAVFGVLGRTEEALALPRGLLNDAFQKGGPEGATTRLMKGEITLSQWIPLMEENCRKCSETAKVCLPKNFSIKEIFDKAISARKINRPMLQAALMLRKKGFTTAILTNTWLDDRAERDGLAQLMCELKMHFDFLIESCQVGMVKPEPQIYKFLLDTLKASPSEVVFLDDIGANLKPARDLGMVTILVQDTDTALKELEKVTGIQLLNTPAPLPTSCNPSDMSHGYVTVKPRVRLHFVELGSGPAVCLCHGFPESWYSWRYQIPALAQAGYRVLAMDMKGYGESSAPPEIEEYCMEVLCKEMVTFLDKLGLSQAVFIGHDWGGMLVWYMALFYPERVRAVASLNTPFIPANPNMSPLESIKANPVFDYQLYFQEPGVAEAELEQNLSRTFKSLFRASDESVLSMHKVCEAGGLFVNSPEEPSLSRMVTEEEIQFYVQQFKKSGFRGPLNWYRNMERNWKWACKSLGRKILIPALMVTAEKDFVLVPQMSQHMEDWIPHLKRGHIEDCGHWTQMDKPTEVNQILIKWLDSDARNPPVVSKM
# sEH act: activators of human soluble epoxide hydrolase | purified human sEH enzymatic activity, activator screen | activation, % at 2 µM | 91,000 compounds, 0.04% hits | AID 717; in the data active = activation above about 37%; note: values of inactives mirror those of a sister screen read the other way
# H69AR growth 86K: blocks growth of human H69AR lung tumor cells. H69AR lung tumor viability, ATP luminescence, 72 h; stronger effect = lower value. viability, % at 10 µM. 85,000 compounds, 6% hits;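 active = viability at or below 40%; inactive = viability above 40%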;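 note: multidrug resistant small cell line overexpressing MRP-1 efflux transporter; 100% = mean luminescence of untreated control wells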
# * marks the source's active call; other numbers are inactive results; . = no result given. This is a subset (hit frequency here may not be typical).
SMILES,S1P2 ag,Lung fibro prol,PTPN22 act,HUVEC prolif 384,S1P2 blocker,PostGolgi ctrl,sEH inh,sEH act,H69AR growth 86K
COC(=O)CC1=C(C)C(=O)CC2C(C)(C)CCCC12C (configuration not stated),-4.8,99.0,17.0,99.7,-7.2,-3.5,0.8,0.9,96.2
CCOc1ccc(OCC)c(NC(=O)CN(C)S(=O)(=O)c2cccc3nsnc23)c1,-9.1,106.5,-11.6,83.9,19.8,0.7,.,.,66.3
CCCNCCC(c1ccco1)c1ccccc1OC (configuration not stated),-5.3,97.9,1.7,93.0,-6.7,16.9,5.7,-5.3,96.9
Cc1cccc(OCCSc2ncnc3nc[nH]c23)c1,-3.9,104.7,7.6,80.5,3.5,15.6,3.1,-1.3,93.3
CC1CC(C)CN(CCCNC(=O)Cn2ncn3cccc3c2=O)C1 (configuration not stated),-3.0,98.0,1.6,102.2,-16.2,4.2,-17.2,15.9,116.1
CC(=O)N(C)c1ccc(NC(=O)c2ccccc2C(=O)O)cc1,-8.3,93.9,-4.7,97.9,5.2,23.7,13.8,-9.0,100.2
CC1CC(C)CN(c2ncc3c(n2)CC(c2ccc(Cl)cc2)CC3=O)C1 (configuration not stated),-1.6,94.9,-15.6,109.9,5.0,28.0,-7.1,7.5,87.0
Cc1ccc(C(=O)Nc2nnc(-c3ccc(C(C)(C)C)cc3)s2)cc1,1.3,.,4.0,.,10.7,-0.9,-12.1,12.4,.
CCOC(=O)c1cccc(NC(=O)Cn2cnc3c2c(=O)n(C)c(=O)n3C)c1,-5.0,97.3,-12.3,88.2,-20.1,-2.1,8.1,-5.9,94.2
Cc1cc(C)n(-c2ccc(C(=O)OCC(=O)NCc3ccco3)cc2)n1,-1.9,90.6,0.5,110.1,11.5,0.0,-8.3,4.9,95.1
c1cncc(-c2nnc(-c3ccco3)o2)c1,-3.0,106.0,-15.9,94.4,-11.8,15.7,6.8,-3.3,100.2
CCOC(=O)N1CCN(c2c(Nc3cc(C)[nH]n3)c(=O)c2=O)CC1,-3.0,109.7,-7.6,93.1,-5.2,1.8,.,.,93.7

# Whole records, looked up by structure:
# Cc1cc(C)n(-c2ccc(C(=O)OCC(=O)NCc3ccco3)cc2)n1 in the list: S1P2 ag: -1.9; Lung fibro prol: 90.6; PTPN22 act: 0.5; HUVEC prolif 384: 110.1; S1P2 blocker: 11.5; PostGolgi ctrl: 0.0; sEH inh: -8.3; sEH act: 4.9; H69AR growth 86K: 95.1
# CCCNCCC(c1ccco1)c1ccccc1OC (configuration not stated) in the list: S1P2 ag: -5.3; Lung fibro prol: 97.9; PTPN22 act: 1.7; HUVEC prolif 384: 93.0; S1P2 blocker: -6.7; PostGolgi ctrl: 16.9; sEH inh: 5.7; sEH act: -5.3; H69AR growth 86K: 96.9

# (cont.)
SMILES,S1P2 ag,Lung fibro prol,PTPN22 act,HUVEC prolif 384,S1P2 blocker,PostGolgi ctrl,sEH inh,sEH act,H69AR growth 86K
O=C(N/N=C/c1ccc(F)c(F)c1)c1cc2c(s1)-c1ccccc1CC2,-3.5,.,0.8,.,11.4,-1.6,-6.7,8.9,.
O=C(CSc1nnc(COc2ccccc2)n1Cc1ccco1)NCc1ccco1,-4.3,96.2,1.3,105.0,-8.7,10.5,0.8,0.8,91.7
COc1ccc(/C(N)=N/OC(=O)c2cc(-c3ccccc3)nc3ccccc23)cc1,-6.9,.,-1.6,.,13.4,5.9,-10.1,10.8,.
Cc1ccc(NC2=C(C(=O)c3ccccc3)N(C)S(=O)(=O)c3ccccc32)cc1,-2.7,.,-2.1,.,-19.5,19.8,-6.2,8.3,.
Cc1ccc(SC(C)C(=O)Nc2ncn[nH]2)cc1 (configuration not stated),-0.5,104.1,3.8,93.5,-12.3,-4.2,6.7,-1.6,99.4
CC(C)(C)n1nnnc1CN1CCC(NC(=O)NC2CCCCC2)CC1,-3.5,108.4,-6.9,91.2,-6.2,4.3,96.8*,-96.7,93.1
O=C(NCCCN1CCOCC1)C1COc2ccccc2O1 (configuration not stated),-2.1,94.3,2.0,92.7,8.5,5.1,-9.4,8.2,86.3
O=C1CC(=O)N(CCc2ccccc2)C(=O)N1CCc1ccccc1,-8.7,102.9,17.0,86.4,-1.2,11.9,11.3,-9.1,89.6
COc1ccc(CN(C(=O)c2nsc(Cl)c2Cl)C(C(=O)NC2CCCCC2)c2ccc(OC)cc2)cc1 (configuration not stated),-8.2,.,-4.6,.,5.8,11.0,7.9,-5.3,.
CC(=O)NC1(c2ccc(F)cc2)CCN(C(=O)Nc2ccc(F)cc2F)CC1,-3.9,101.7,0.0,99.4,2.5,5.0,-4.1,7.1,99.2
CCc1cccc(CC)c1NC(=O)C1SC(=Nc2ccccc2C)C(c2nc3ccccc3s2)=C1N (configuration not stated),-3.1,.,-14.0,.,17.8,11.3,4.2,-2.8,.
COCC(=O)/C=C1\Sc2ccccc2N1C,-6.5,105.1,4.1,100.3,-1.2,36.1*,27.4,-25.4,88.7

# Sorted by the number under sEH inh (smallest number first): 3 of the compounds above.
SMILES | sEH inh
COC(=O)CC1=C(C)C(=O)CC2C(C)(C)CCCC12C (configuration not stated) | 0.8
CCCNCCC(c1ccco1)c1ccccc1OC (configuration not stated) | 5.7
Cc1ccc(SC(C)C(=O)Nc2ncn[nH]2)cc1 (configuration not stated) | 6.7

# The list goes on:
SMILES,S1P2 ag,Lung fibro prol,PTPN22 act,HUVEC prolif 384,S1P2 blocker,PostGolgi ctrl,sEH inh,sEH act,H69AR growth 86K
CCOC(=O)COc1ccccc1-c1ccno1,-4.0,.,0.7,.,14.7,-10.8,-4.2,6.2,.
CCn1c(NCc2cc(Br)ccc2NS(=O)(=O)c2ccc(C)cc2)nc2ccccc21,-3.6,.,-3.6,.,-3.4,-4.8,-3.5,2.2,.
CCCn1c(=N)c(C(=O)NCc2ccc3c(c2)OCO3)cc2c(=O)n3cccc(C)c3nc21,1.5,70.3,35.4,55.2,5.5,-3.0,-26.4,24.0,49.0
CC(=O)c1ccc(-n2c(CCC(=O)O)ccc2-c2cccs2)cc1,-1.1,103.3,3.7,94.5,-12.8,9.2,-7.9,7.6,89.6
Cc1cc(C)nc(N2CCCC(C(=O)NCCc3cccc(F)c3)C2)n1 (configuration not stated),-2.5,104.3,3.8,105.8,14.7,-2.3,.,.,83.9
OC(CNc1nc2ccccc2s1)c1ccccc1 (configuration not stated),.,105.9,.,114.4,.,1.6,.,.,88.5
CC(C)(C)NC(=O)CN(Cc1cccnc1)C(=O)c1csnn1,-3.5,95.5,5.6,100.0,5.9,-0.9,-5.5,7.1,108.9
Cc1cc(Nc2nc3ccccc3nc2Cl)n(-c2ccccc2)n1,-0.1,78.4,3.6,47.0,-2.2,10.9,-2.9,3.5,35.9*
C=CCNC(=S)NNC(=O)c1cccn(Cc2cccc(Cl)c2)c1=O,-2.6,.,-54.9,.,-16.4,0.5,-7.0,4.4,.
CC(NC(=O)Cc1cccs1)C(c1cccs1)N1CCN(c2ccccc2F)CC1 (configuration not stated),-8.5,91.8,-4.1,88.2,18.6,35.7*,.,.,102.4
Cc1cc(NS(=O)(=O)c2ccccc2)c(C)c(Cl)c1O,.,81.9,.,81.8,.,19.4,.,.,79.8
CCCCCOC(=O)c1ccc(N2C(=O)C3C4C=CC(C4)C3C2=O)cc1 (configuration not stated),-3.3,100.2,12.4,94.3,-9.3,11.7,-7.2,6.2,95.1
CCCC(=O)Nc1cc(C)c(NC(=O)c2ccccn2)cn1,1.1,95.8,9.2,103.3,-6.5,-6.8,.,.,92.4
C=CCc1ccc(OCc2ccc(C(=O)OC)o2)c(OC)c1,2.2,110.1,7.1,112.1,8.8,5.5,6.7,-4.4,100.9
CCOC(=O)c1[nH]c2ccc(C)cc2c1N=CN(CC)CC,-7.7,105.4,-13.2,101.2,10.3,2.7,.,.,89.8
Cn1c(=O)c2c(nc(NCCc3ccccc3)n2Cc2ccccc2)n(C)c1=O,-1.8,92.3,-3.5,82.5,-1.0,19.7,5.0,-4.4,78.5
O=C(CSc1nnc(COc2ccccc2)n1-c1ccccc1)c1cccs1,.,90.2,.,90.3,.,41.4*,.,.,52.1
c1ccc2c(c1)OCC(c1nnc3n1-c1ccccc1SC3)O2 (configuration not stated),-7.0,96.8,-3.7,99.2,4.9,2.3,.,.,61.6
COC(=O)C1=C(C)N(CC(C)C)C(=O)C1,0.4,111.0,3.8,94.1,-9.5,5.3,-4.1,3.1,66.4
O=C(N1CCOCC1)N1CCOCC1,-3.0,94.9,4.9,102.2,11.6,-1.9,3.3,-2.3,94.6
CC(C)CSc1nnc2[nH]c(=O)cc(N)n12,-8.0,96.0,-0.9,108.4,1.4,.,-0.4,3.0,103.1
O=C(O)/C=C/c1cn(Cc2ccccc2)nc1-c1ccccc1,-6.6,100.1,12.2,102.2,-2.9,25.2,2.1,-1.6,92.7
CCN(CC)C(=O)CSc1nnc(-c2ccco2)n1N,-1.7,97.5,-0.4,92.6,6.6,1.7,2.1,-2.4,95.4
CC(C)(C)c1nnc(NC(=O)NS(=O)(=O)c2ccccc2)s1,-3.6,.,3.2,.,20.4,15.8,5.4,-4.4,.
Nc1c(C(=O)c2ccccc2)sc(Nc2ccccc2)c1S(=O)(=O)c1ccccc1,-0.6,83.4,-8.5,88.0,4.0,.,-3.3,3.3,88.3
CCOc1ccc2nc(-c3ccc(OC)c(OC)c3)cc(C(=O)O)c2c1,-3.4,102.4,8.6,92.7,8.6,4.1,6.1,-5.2,91.8
COc1ccc(CNC(=O)COC(=O)c2n[nH]c3ccccc23)cc1,-3.0,93.0,0.5,89.6,-1.9,22.6,-0.9,0.4,83.4
O=C(O)CSCC(=O)Nc1ccccc1,-4.0,116.5,-2.5,103.1,-20.8,.,6.8,-6.3,82.8
CCOC(=O)c1ccc(NC(=O)Cn2nnc(-c3ccccc3C)n2)cc1,.,96.7,.,78.5,.,25.3,.,.,86.7
Cc1cc(C(N)=O)c2ccccc2n1,-2.7,101.2,-0.7,102.3,0.9,-2.4,0.9,1.0,92.5
COc1cc2c3nnc(-c4ccc(F)cc4)c-3cn(Cc3ccccc3)c2cc1OC,-3.4,2.7*,6.2,1.8*,5.5,13.0,5.9,-6.8,1.5*
C=CCn1c(SCC(=O)Nc2nccs2)nnc1-c1ccco1,-7.5,116.3,4.7,95.7,-3.8,-11.1,-3.5,2.9,95.1
COC(=O)C1=C(C)NC2=C(C(=O)CC(C)(C)C2)C1c1cn(Cc2ccc(Br)cc2)nc1-c1ccccc1 (configuration not stated),-1.4,.,-8.7,.,3.0,8.0,0.6,2.0,.
C=C(C)c1cccc(C(C)(C)NC(=O)NCC2CCCO2)c1 (configuration not stated),0.8,93.8,-5.5,82.0,-5.7,-6.0,.,.,99.4
Cc1ccc(NC(=O)CSCC#N)cc1,-0.6,106.2,5.7,107.2,-36.1,0.0,4.8,-4.5,98.2
O=c1cc(NC2CCCCCC2)[nH]c(=O)[nH]1,-3.9,94.6,-8.6,99.0,5.5,8.2,2.1,0.3,88.9
COC(=O)c1sccc1NC(=O)c1csc(C)c1,-3.3,95.8,-13.4,80.5,3.6,5.2,-2.9,-2.5,47.1
COCCCNC(=O)C(Cc1ccccc1)NS(=O)(=O)c1ccc2c(c1)c(=O)n(C)c(=O)n2C (configuration not stated),.,93.9,.,98.6,.,-2.7,.,.,95.4
CCOC(=O)c1ccc(NC(=O)CSc2nnc(-c3cccs3)n2C)cc1,2.5,96.5,0.0,97.4,1.1,3.6,-7.0,10.5,82.8
O=C(Nc1ccccc1O)c1cc(S(=O)(=O)N2CCOCC2)c(Cl)cc1Cl,-2.8,91.8,4.7,83.9,-4.0,2.6,-5.8,5.2,84.1
COCCNC(=O)C(=O)N/N=C/c1ccccc1C(F)(F)F,-1.5,95.4,-1.9,85.8,-23.9,.,8.0,-5.8,91.0
Cc1ccc(-n2nnnc2-c2ccco2)cc1,-5.1,95.6,6.2,95.9,-15.1,.,0.4,0.1,94.8

# From PubChem BioAssay
